# Ecoli tolC: growth inhibitors of E. coli BW25113 tolC mutant | growth inhibition, % at 10 µM (by protocol) | 2.2% of 65,000 active | OD615;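 active = growth inhibition at or above a cutoff equal to the mean over every tested compound plus 3 SD, cut at about 60% in these data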;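 also: growth measured after 20 h incubation at 37 °C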
#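 Test system: tolC-deleted E. coli BW25113; medium: LB with kanamycin 50 µg/mL; compound: single-point testing at 10 µM; incubation: 20 h compound exposure of bacteria at 37 °C; signal: OD at 615 nm; evaluation: growth inhibition in percent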
# 5-HT1A blocker: blocks the human serotonin 5-HT1a receptor | CHO 5-HT1a Ga15 NFAT-bla reporter, antagonist mode | 0.68% of 62,000 active | inhibition, % at 10 µM;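 active = inhibition above the mean of all tested compounds plus 3 SD, cut at about 43% in these data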;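 also: receptor stimulated by 5-CT agonist at 100 nM near EC80; beta-lactamase reporter measured by ratiometric fluorescence of a cleavable substrate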
# Target sequence (P08908 whole entry, looked up): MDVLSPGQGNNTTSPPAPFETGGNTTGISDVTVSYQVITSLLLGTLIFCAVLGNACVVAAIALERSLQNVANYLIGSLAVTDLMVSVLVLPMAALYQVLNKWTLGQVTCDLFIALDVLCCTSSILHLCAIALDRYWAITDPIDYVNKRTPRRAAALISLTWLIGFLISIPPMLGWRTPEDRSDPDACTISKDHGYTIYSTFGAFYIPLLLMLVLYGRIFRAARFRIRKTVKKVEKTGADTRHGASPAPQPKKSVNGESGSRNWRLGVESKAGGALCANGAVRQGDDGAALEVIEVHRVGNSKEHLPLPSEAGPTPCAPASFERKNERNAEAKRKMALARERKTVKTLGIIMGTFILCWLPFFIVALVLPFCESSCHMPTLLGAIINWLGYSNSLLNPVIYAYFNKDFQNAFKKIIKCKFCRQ
# 5HT1E antag: antagonists of human 5-HT1E serotonin receptor | P28566 | CHO 5-HT1E Ga15 NFAT-bla reporter, FRET, antagonist | inhibition, % at 6 µM | 0.99% of 65,000 active | AID 571;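 active = inhibition above a set limit, the mean inhibition across every tested compound plus 3 SD, cut at about 29% in these data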;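 also: signal is the 460 over 535 nm emission ratio of beta-lactamase substrate; 0% = agonist plus DMSO wells and 100% = wells without agonist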
# SF-1 act: activates the human nuclear receptor SF-1 | Q13285 | CHO-K1 Gal4-SF-1 LBD luciferase reporter; % increase over DMSO SF-1-specific signal | activation, % at 10 µM | 1.9% of 65,000 active | AID 522;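 active = activation above the mean activation of all tested compounds plus 3 SD, cut at about 50% in these data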
#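 Test system: CHO-K1 cells with Gal4–hSF-1 LBD chimera plus Gal4-driven luciferase; Input: 4,000 cells/well; Compound: 10 µM only; Times: 20 h compound treatment, 37 °C; Measured by: steady-glow luciferase luminescence, read after 15 min reagent incubation; Measure: percent activation versus DMSO; Control set: DMSO and mock-transfected background; Replicates: one test per compound.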
# RORA act: activators of human nuclear receptor RORA. CHO-K1 Gal4-RORA LBD luciferase reporter, luminescence; percent increase over mock-subtracted basal signal. 1.5% of 65,000 active. activation, % at 10 µM. P35398;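 active = activation above the mean of all tested compounds plus 3 SD, cut at about 49% in these data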;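 also: 0% = DMSO-treated RORA cells and 100% = added signal equal to DMSO minus mock-transfected cells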
# HTR1E agonist: agonists of human 5-HT1E serotonin receptor; CHO 5-HT1E Ga15 NFAT-bla reporter, FRET; 0% DMSO wells, 100% control agonist wells; activation, % at 6 µM; 0.69% of 65,000 active; AID 574;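 active = activation above a set limit, the screen-wide mean activation plus 3 SD, cut at about 8.5% in these data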;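 also: 100% = positive control agonist at 1 µM giving full maximal response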
# AP ELISA ortho: alternative pathway complement inhibition, orthogonal assay | Human serum alternative complement pathway, LPS-coated ELISA, C3 deposition; tested in compound mixtures | inhibition, % at 5 µM | 0.08% of 62,000 active;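 active = inhibition above 30% in each of the two pooled mixtures holding the compound, so the lower value exceeds 30%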;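 also: 0% = serum in Mg-EGTA without compound and 100% = EDTA serum blank; some compounds past the cut are filed as inactive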
#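 Assay system: Human serum alternative complement pathway, C3 deposition on LPS-coated wells | Incubation: 1 h serum-compound exposure at 37 °C | Doses: 5 µM per compound in ten-compound mixtures | Read-out: Percent inhibition | Technique: ELISA with HRP anti-human C3 antibody, TMB substrate, absorbance 450 nm | Replication: Two pool placements per compound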
# S1P3 ag: S1P3 (human) receptor agonism; AID 373; 0.1% of 60,000 active; S1P3 NFAT-BLA reporter cells, FRET ratio; relative to 1 µM S1P, basal subtracted; Q99500; activation, % at 4.5 µM;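 active = activation above the screen-wide mean plus 3 SD, cut at about 4.5% in these data, passing the limit was not always enough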; also: some compounds called inactive have numbers as strong as hits
#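 material = human S1P3 NFAT-BLA reporter CHO cells | schedule = 4 h compound at 37 °C, 2 h substrate at RT | measured by = fluorescent BLA substrate, ex 405 nm, em 460/535 nm ratio | controls = 1 µM S1P reference | replication = primary once, confirmation triplicate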
# S1P1 ag pot: agonists and agonism potentiators of human S1P1 receptor; P21453; S1P1 CRE-bla cells, forskolin, beta-lactamase FRET, potentiator mode; S1P1 agonist co-added at EC20, 2 nM; 100% = saturating reference agonist, 0% = basal; activation, % at 9.5 µM; 0.57% of 56,000 active;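 active = activation above a cutoff set at the mean activation of all tested compounds plus 3 SD, cut at about 54% in these data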;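 also: forskolin at 4 µM as EC80 and the EC20 agonist is SEW2871; 100% = SEW2871 at its EC100 plus forskolin at EC80; some compounds past the cut are filed as inactive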
# Target sequence (P21453 whole entry, looked up): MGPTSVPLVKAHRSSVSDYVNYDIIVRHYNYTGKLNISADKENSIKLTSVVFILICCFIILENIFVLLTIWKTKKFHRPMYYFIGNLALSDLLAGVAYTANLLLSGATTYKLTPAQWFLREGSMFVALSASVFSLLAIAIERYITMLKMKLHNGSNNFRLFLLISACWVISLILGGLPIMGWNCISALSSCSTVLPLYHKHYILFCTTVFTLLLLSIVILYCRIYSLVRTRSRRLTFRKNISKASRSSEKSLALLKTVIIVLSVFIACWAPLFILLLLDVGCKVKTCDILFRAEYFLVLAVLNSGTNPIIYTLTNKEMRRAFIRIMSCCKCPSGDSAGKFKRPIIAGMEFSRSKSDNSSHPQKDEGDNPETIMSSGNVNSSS
# An asterisk follows results filed as active; nt = not tested or not shown.
# Every second line gives: RORA act, S1P3 ag, HTR1E agonist, S1P1 ag pot, 5HT1E antag, Ecoli tolC, 5-HT1A blocker, SF-1 act, AP ELISA ortho
- O=C1[C@H]2[C@@H](C(=O)N1c1cc(Cl)cc(Cl)c1)[C@]1(C(=O)Nc3ccccc31)N1CCC[C@@H]21
 : 2, -0.9, 0.2, -2, 3, 80*, -1, -8, 16
- O=c1oc(-c2ccco2)nc2ccccc12
 : 0, -0.6, 0.0, -22, -3, -11, -12, -3, 10
- O=C(Nc1cccc(C(F)(F)F)c1)c1cccnc1N1CCN(CCO)CC1
 : 5, -0.7, -0.8, -11, -6, 1, -9, 14, -5
- COc1ccc(-n2nc3c(c2NC(=O)C2CCCC2)CS(=O)C3)cc1 (centres undefined)
 : 18, -1.5, -0.4, 5, 6, 3, 8, -6, 5
- Cc1cc(C(=O)Nc2ccc(S(=O)(=O)Nc3onc(C)c3C)cc2)c(C)o1
 : 2, 1.1, 0.3, -20, -7, 26, 5, 11, -1
- Cc1ccc(S(=O)(=O)N2CCCC2C(=O)Nc2nc3ccccc3s2)cc1 (centres undefined)
 : 3, -0.4, -1.5, 15, -2, 21, 13, 12, nt
- COc1ccc2c(C(=O)CN3CC(C)OC(C)C3)c[nH]c2c1 (centres undefined)
 : 9, -0.3, -0.1, 2, 15, -2, 3, 6, 21
- COc1ccc(S(=O)(=O)N(C)CC(=O)Nc2ccc3c(c2)OCO3)cc1OC
 : -4, -1.0, 0.9, -1, 4, 1, 6, -4, -17
- COC(=O)c1ccccc1NC(=O)C1CCN(S(=O)(=O)c2cc(C)ccc2OC)CC1
 : -6, -0.5, 0.2, nt, 6, 5, -5, -14, 1
- CN1C(=O)C2C=CC1C1C(=O)N(c3ccccc3)C(=O)C21 (centres undefined)
 : 2, -1.3, -0.3, -8, 14, -2, -4, -4, 0
- C=CCNC(=O)C1CC(=O)N(c2ccc(OCC(=O)Nc3ccc(OC)cc3)cc2)C1 (centres undefined)
 : -9, -1.1, -0.9, -14, 3, 0, 0, -5, 9
- CC(=O)NC(N1CCCCC1)C(F)(F)C(F)(F)C(F)(F)C(F)F (centres undefined)
 : 1, -0.7, 0.3, -16, 2, -2, -6, -1, 20
- CN1CCN(C(=O)C2C3C=CC(C3)C2C(=O)O)CC1 (centres undefined)
 : -6, -0.8, 0.8, -27, -3, -20, -4, -22, 11
- CCOC(=O)c1sc2nc(CSc3nc4ccccc4n3CC)[nH]c(=O)c2c1C
 : 17, -1.6, -0.7, -6, 1, 12, -5, -1, 7
- O=C(Cc1coc(-c2ccc(F)cc2)n1)Nc1ccccc1
 : 7, 0.8, -1.0, -4, -6, -2, 2, 10, 12
- CC(C)CN(C(=O)COC(=O)C12CC3CC(CC(O)(C3)C1)C2)C1CCS(=O)(=O)C1 (centres undefined)
 : 14, 0.1, -0.6, 0, 6, -12, -8, -3, -6
- COc1cc(C)c(S(=O)(=O)NC2CC(C)(C)NC(C)(C)C2)cc1C
 : -25, nt, -0.2, nt, -4, -12, -6, 2, 6
- COc1ccc2c(c1)[nH]c1c(=O)n(CCN3CCCC3)cnc12
 : 2, 0.0, 0.1, -11, -1, -26, -7, -20, 2
- CCCCNC(=O)C(C#N)c1nc2ccccc2nc1N1CCN(c2ccccc2F)CC1 (centres undefined)
 : 10, -2.6, -1.5, 4, 2, 2, nt, 5, nt
- Cc1ccc(C(C)n2cc(C(=O)NCc3cccnc3)nn2)cc1 (centres undefined)
 : 0, nt, 0.0, nt, -2, 0, -3, -3, 13
- CN(C)C(=O)CN1C(=O)C2CC=C(Cl)CC2C1=O (centres undefined)
 : 1, -0.7, -0.5, 11, 4, -9, 9, -7, -13
- CCCCCOc1ccc(N2C(=O)CC(N(O)c3ccccc3)C2=O)cc1 (centres undefined)
 : -38, -1.3, -0.5, -12, 5, 7, -1, -16, 25
- Cc1cc(C)cc(NC(=O)CSc2nnc(-c3ccccc3Br)o2)c1
 : -11, -0.2, -0.7, 6, -13, 29, 0, -5, 19
- O=C(CN1CCN(c2ccc(F)cc2)CC1)c1ccc2c(c1)OCO2
 : 4, -0.2, 1.3, 8, 5, -12, 0, -2, 0
- O=C(NCCO)C(c1ccccc1)c1ccccc1
 : -8, -0.8, 0.5, -15, -2, -6, 2, -1, 23
- Cn1c(SCC(=O)Nc2ccc3c(c2)OCCO3)nnc1-c1ccco1
 : -20, -0.4, -0.9, -3, -6, 5, 1, 16, -11
- S=c1nc(-c2ccccc2)n(CCN2CCOCC2)c2c1CCCC2
 : -3, nt, -0.6, nt, 0, -5, -7, -2, 13
- CNC(=O)OC(C)CNS(=O)(=O)c1ccc(C)cc1 (centres undefined)
 : 11, -0.8, -0.7, nt, -5, -9, 5, -4, 2
- CCOc1ccc(Nc2oc(-c3ccco3)nc2C#N)cc1
 : -5, 0.2, 0.6, -15, 9, 4, 16, -10, 16
- Cn1cc(C(=O)NCCN2CCN(c3cccc(Cl)c3)CC2)c2c3ccccc3n(C)c2c1=O
 : 11, -0.3, 1.1, -9, 2, 0, -2, -7, 12
- CCOC(=O)C1CCN(C(=O)c2ccc3snnc3c2)CC1
 : 3, -0.4, 0.1, -8, -5, -24, -8, 3, nt
- CCOC(=O)c1c(NC(=O)CN(CC)CC)sc2c1CCN(C(=O)OCC)C2
 : 6, -1.7, 1.0, -43, 9, 18, 25, -7, 11
- COCCCN1C(=O)C(O)=C(C(C)=O)C1c1ccccn1 (centres undefined)
 : 15, -0.5, -0.1, -18, -1, -15, 4, -9, 6
- Cc1cc(C)c(C#N)c(N2CCCC(C(N)=O)C2)n1 (centres undefined)
 : 11, -1.3, -0.2, 18, 2, -2, 0, 0, -9
- O=C(c1ccco1)N1CCN(c2ncnc3c(-c4ccccc4)nsc23)CC1
 : 62*, -1.5, -0.4, 32, 3, 31, -6, 5, 1
- Cc1sc2nc(CSc3nc4ccccc4c(=O)n3CCCN3CCOCC3)[nH]c(=O)c2c1C
 : -3, -0.2, 0.4, -43, 20, 9, -2, 30, -14
- CC1CN(C2CCN(C(=O)c3ccccc3)CC2)CC(C)O1 (centres undefined)
 : -5, -2.2, -0.7, 0, -6, 0, nt, 19, nt
- Cc1nnc(SCc2cc(=O)n3[nH]cnc3n2)s1
 : -16, 0.6, 1.0, 6, 0, -14, -7, 0, nt
- CCOC(=O)c1[nH]nc2c1C(=O)N(Cc1ccccc1)C2=O
 : -24, -0.5, -0.2, 18, 6, 4, -11, 4, 22
- CCCC(C(=O)N1CCOCC1)N1C(=O)C2C3C=CC(C3)C2C1=O (centres undefined)
 : -16, -2.2, -0.9, -5, -3, -13, 16, -3, 15

# 3 compounds from above, showing only RORA act, S1P3 ag and S1P1 ag pot:
SMILES | RORA act | S1P3 ag | S1P1 ag pot
COCCCN1C(=O)C(O)=C(C(C)=O)C1c1ccccn1 (centres undefined) | 15 | -0.5 | -18
Cc1cc(C)c(C#N)c(N2CCCC(C(N)=O)C2)n1 (centres undefined) | 11 | -1.3 | 18
O=C(c1ccco1)N1CCN(c2ncnc3c(-c4ccccc4)nsc23)CC1 | 62* | -1.5 | 32

# Next section:
# Every second line gives: RORA act, S1P3 ag, HTR1E agonist, S1P1 ag pot, 5HT1E antag, Ecoli tolC, 5-HT1A blocker, SF-1 act, AP ELISA ortho
- O=S(=O)(Nc1cccc2cn[nH]c12)c1ccc(F)cc1
 : -5, 0.1, -0.5, 10, 2, 11, 10, 6, -11
- CCOc1ccccc1-c1nc(-c2cc3ccc(C)cc3[nH]c2=O)no1
 : -7, nt, 0.0, nt, 5, -1, 5, 16, -4
- O=C(NCCSCc1ccco1)Nc1cccc(Cl)c1
 : 13, -0.4, -0.8, 16, 1, 39, 6, 11, -1
- N#C/C=C1\n2c(nc3ccccc32)OC12CCCCC2
 : -16, nt, -0.7, nt, 15, 3, -15, -1, 17
- C/C(O)=C(/C#N)c1nc2ccccc2[nH]1
 : -13, -0.8, -1.1, -15, 0, -16, -8, 3, 10
- CC1=C(C(N)=O)C(c2cccnc2)n2nc(SCc3ccccc3Cl)nc2N1 (centres undefined)
 : 24, nt, -1.0, nt, -7, 2, -2, 5, 3
- Cc1cc(=O)oc2c1c(C)nn2-c1ccc(C(=O)OC(C)C)cc1
 : 13, -0.6, -1.6, 4, 9, 1, -12, 1, 18
- COc1cc2c(cc1OC)/C(=C/C(=O)N1CCOCC1)NC(C)(C)C2
 : 1, -0.3, 0.4, -22, 30*, -11, 0, 0, 24
- COC(=O)COc1ccc(S(=O)(=O)Nc2ccc(C(N)=O)cc2)cc1Cl
 : -18, -0.9, -0.4, -16, 6, -3, -9, -13, 12
- CCCC(=O)N1CC(=O)Nc2ccc(C)cc2C1c1ccc(F)cc1 (centres undefined)
 : -27, -0.6, 0.1, -15, -3, 6, 0, -4, 8
- CCOC(=O)c1cc2c(=O)n3cccc(C)c3nc2n(CC2CCCO2)c1=NC(C)=O (centres undefined)
 : -20, 0.4, 0.6, 3, 0, 13, -8, 2, 9
- COCC(C)n1c(SCC(=O)NC(=O)Nc2ccc3c(c2)OCCO3)nc2ccccc2c1=O (centres undefined)
 : 4, -1.1, 0.2, 5, 11, 45, 19, -14, 5
- COc1ccc(-c2c3c(nc4sc(C(=O)Nc5cc(C)on5)c(N)c24)CCC3)cc1
 : -32, -0.9, 0.0, 6, 7, 10, 5, -17, -10
- CCN(C(=O)c1cc2cc(OC)ccc2oc1=O)c1ccccc1
 : 0, -1.0, -1.8, 5, -2, -14, -8, -10, 18
- CCN(CC)S(=O)(=O)c1cc(-c2nnc(-c3ccc(Br)cc3)o2)ccc1Cl
 : 0, -0.1, 0.8, -33, -4, 31, -3, -7, 4
- Cc1cccc(-n2c(CNC(=O)COc3ccccc3)nnc2SCC(=O)Nc2nccs2)c1
 : 2, -0.5, 0.4, -2, 4, -2, -5, -4, 4

# In the list so far, these contain a thiophene ring, fused or not.
# Every second line gives: RORA act, S1P3 ag, HTR1E agonist, S1P1 ag pot, 5HT1E antag, Ecoli tolC, 5-HT1A blocker, SF-1 act, AP ELISA ortho
- CCOC(=O)c1sc2nc(CSc3nc4ccccc4n3CC)[nH]c(=O)c2c1C
 : 17, -1.6, -0.7, -6, 1, 12, -5, -1, 7
- CCOC(=O)c1c(NC(=O)CN(CC)CC)sc2c1CCN(C(=O)OCC)C2
 : 6, -1.7, 1.0, -43, 9, 18, 25, -7, 11
- Cc1sc2nc(CSc3nc4ccccc4c(=O)n3CCCN3CCOCC3)[nH]c(=O)c2c1C
 : -3, -0.2, 0.4, -43, 20, 9, -2, 30, -14
- COc1ccc(-c2c3c(nc4sc(C(=O)Nc5cc(C)on5)c(N)c24)CCC3)cc1
 : -32, -0.9, 0.0, 6, 7, 10, 5, -17, -10

# Compound activity (PubChem BioAssay)
